Cl transport mod = modulators of human KCC2 chloride dependent transport; actives 2.2% (n = 190,000); AID 1456; Q9H2X9; KCC2 cells, thallium flux FluoZin-2 fluorescence; B-score of Tl+ flux slope (higher = more flux/activation; lower = inhibition) at 10 µM;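 active = thallium flux slope and its plate-corrected score both differing from the plate sample mean at a set confidence after two filtering rounds, in either direction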;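 also: slope of fluorescence scaled to starting intensity during 10 to 20 s after thallium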
Furin inhibitor = blocks human furin protease activity. P09958. purified furin, fluorogenic substrate cleavage. inhibition, % at 30 µM. actives 0.061% (n = 220,000). AID 463115; in the data active = inhibition above about 25%; also: inactives centre near -15
EBV gp42 inh = EBV gp42 inhibition; Fluorescence polarization binding assay, mP read-out; inhibition, % (tested at 21.74 µM); actives 0.42% (n = 220,000); AID 1085; in the data active = inhibition above about 50%
KLK5 inh = kallikrein 5 (human) inhibition. actives 0.59% (n = 210,000). Q9Y337. recombinant hK5, fluorogenic AMC substrate cleavage. inhibition, % at 5 µM. AID 873;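 active = inhibition of 40% or more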;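 also: 0% = enzyme controls without compound and 100% = no-enzyme blanks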
Thrombin inh = thrombin (human) inhibition; alpha-thrombin, Boc-VPR-AMC fluorogenic substrate cleavage; inhibition, % at 5 µM; actives 0.26% (n = 220,000);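 active = inhibition at or above 40%; inactive = inhibition below 40%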;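 also: 0% = enzyme with no compound and 100% = wells without enzyme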
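System: human alpha-thrombin protein; Compound dosing: one concentration per compound, 5 µM, with 0.2% DMSO; Timing: reaction at room temperature; Technique: AMC fluorescence, 355/460 nm; Controls: enzyme without compound as high, wells lacking enzyme as low.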
eIF4E 4G PPI = blocks eIF4E binding to eIF4G | inhibition, % at 21.7 µM | AID 782 | actives 0.37% (n = 220,000) | TR-FRET eIF4E-eIF4GI(517-606) binding, 2 h;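 also: 0% = full FRET control wells and 100% = background wells lacking eIF4GI fragment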
Rad51 HR inh = Rad51 (human) homologous recombination inhibition; actives 0.085% (n = 200,000); inhibition, % at 10 µM; hRad51 DNA strand exchange, fluorescence dequenching; Q06609;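 active = inhibition above 40% at the single screening dose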;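 also: 0% = DMSO control wells and 100% = blanks with heterologous ssDNA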
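Read-out basis: percent inhibition relative to plate controls and blanks / Assay system: human Rad51 nucleoprotein filaments preassembled on unlabelled ssDNA / Timing: filaments 15 min 37 °C, then compound 30 min / Control set: per-plate controls and blanks / Technique: fluorescence dequenching at 485/520 nm / Compound: 10 µM final, single point / Also added: Fluorescein- and BHQ1-tagged 47-mer duplex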
14-3-3 Bad PPI = disrupts binding of bovine 14-3-3 zeta to phospho-Bad peptide. TR-FRET 14-3-3zeta/Dy647-pBad peptide displacement, 1 h. AID 781. inhibition, % at 21.7 µM. actives 0.71% (n = 220,000). P63103;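 active = inhibition above about 70%, limit read from the data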;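 also: 0% = full 14-3-3 plus peptide FRET controls and 100% = background without 14-3-3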
p47phox inh = blocks human p47phox regulatory protein of NADPH oxidases. inhibition, % at 24.7 µM. AID 1274. actives 0.53% (n = 220,000). p47phox/p22phox peptide binding, fluorescence polarization, 2 h. P14598;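 also: 0% = p47phox with labelled peptide and 100% = labelled peptide alone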
Starred values were filed as active, the others as inactive; · = not tested or not shown; [ ] = dose if it differs, or a comment.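 The calls were made as follows, unless noted: active = inhibition above about 30% (limit read from the data); inactive = the rest.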 No enrichment for hits; any-hit rate near 4.7%.

Cl transport mod	Furin inhibitor	EBV gp42 inh	KLK5 inh	Thrombin inh	eIF4E 4G PPI	Rad51 HR inh	14-3-3 Bad PPI	p47phox inh	structure
1.2	-18	-5	-3	29	2	3	-4	3	Cn1cnnc1SCC(=O)NNC(=O)COc1ccc(Br)cc1
0.047	-4	3	-13	-4	-2	5	12	-4	CCC(OCC(O)CN1CCN(CCN2C(=O)c3cccc4cccc(c34)C2=O)CC1)c1ccccc1 (stereo not drawn)
-0.077	-33	-16	-22	-5	6	·	17	-2	O=C(NCc1ccccn1)C1CCN(Cc2cccc(OCc3ccccc3)c2)CC1
·	-27	2	-16	-10	6	0	-8	-2	COC(=O)c1cc(OC)c(OC)cc1NC(=S)N1CCN(c2ccccc2)CC1
0.73	-17	4	-1	-4	0	-8	-3	12	CN(C(=O)CC1C(=O)NCCN1Cc1ccc(F)cc1)C1CCOCC1 (stereo not drawn)
-1	-4	-11	-9	-11	4	-27	19	-1	O=C(COc1ccccc1)NNC(=O)c1cc2ccccc2o1
-0.11	-21	-14	-19	-1	-5	2	37	-2	Cc1cc2nc(C(F)(F)F)[nH]c(=O)n2n1
0.89	-15	-25	-3	-1	·	-1	·	-3	O=C(O)c1cccc(Cn2cc(Cl)cn2)c1
·	-17	-11	-1	-1	0	7	0	4	Cc1ccc(C(=O)COC(=O)CCc2nc3ccccc3[nH]c2=O)cc1C
·	22[20 µM]	-89	-10	4	2	-15	-13	-76	CN1/C(=C/C=C(/C#N)C(N)=O)C(C)(C)c2ccccc21
0.099	-28	-6	-7	-10	-3	26	-9	-1	Cn1nc(-c2ccccc2)c(CO)c1Sc1ccccc1
-3.4	-3[20 µM]	-62	-7	-1	-30	-7	-4	-5	Cc1ccc2cc(C(c3nnnn3Cc3ccccc3)N3CCc4ccccc43)c(=O)[nH]c2c1 (stereo not drawn)
-0.0044	-6[20 µM]	3	-9	-7	-10	2	-4	-17	Fc1ccc(COc2ccc(Cl)cc2/C=N/Nc2nc(N3CCCC3)nc(N3CCCC3)n2)cc1
-0.071	-9	-18	-10	-4	10	4	-4[fluorescence artefact?]	-22	CCNc1ccc(C(=O)OCC(=O)c2cc(C)n(Cc3ccc4c(c3)OCO4)c2C)cc1[N+](=O)[O-]
-0.79	-11[20 µM]	-17	-2	2	-8[fluorescence artefact?]	-2	-10[fluorescence artefact?]	-9	COC(=O)[C@H](Cc1ccccc1)NC(=O)NCc1ccccc1OC
-0.64	-12	2	-2	-10	-2	-1	4	-11	Cc1c(C(=O)NC2CCCc3ccccc32)oc2ccc(S(=O)(=O)N3CCOCC3)cc12 (stereo not drawn)
-0.66	-21	-2	-2	-2	0[fluorescence artefact?]	2	1	-19	CCSc1nnc(NC(=O)c2cc3c(s2)CCCC3)s1
0.99	-18[20 µM]	-5	-4	2	9	5	1	-6	O=C(Nc1cc(Oc2ccccc2)cc([N+](=O)[O-])c1)C12CC3CC(C1)CC(n1cnc(Cl)n1)(C3)C2
-0.43	-23	-2	6	-2	-2	5	-4	3	OCC1(CCc2ccccc2)CCN(Cc2cc(F)ccc2-n2cccn2)CC1
-0.7	-21	-14	-11	-12	-2	1	3	-2	CC(C)(C)Cc1nnc(NC(=O)c2ccc([N+](=O)[O-])cc2)s1
0.65	-4	-5	3	-4	-6	0	-5	-12	O=C(CCCCCN1C(=O)c2ccccc2C1=O)Nc1nccs1
·	-3[20 µM]	4	2	0	-7	-5	-9	-11	COc1ccccc1N1CCN(C(CNS(=O)(=O)c2ccccc2)c2cccnc2)CC1 (stereo not drawn)
0.56	-18	11	2	-6	1	20	12	-25	CC(=O)Nc1ccc(S(=O)(=O)Oc2cccc(/C=C3\SC(N)=NC3=O)c2)cc1
0.88	-6[20 µM]	-6	-21	-6	-5	-2	-9[fluorescence artefact?]	-8	Cc1ccc(C(C(=O)NC2CCCCC2)N(Cc2ccco2)C(=O)C2COc3ccccc3O2)o1 (stereo not drawn)
·	-37	-27	2	-6	0[fluorescence artefact?]	9	4[fluorescence artefact?]	-9	O=C(Cn1nc(Cc2cccnc2)c2ccccc2c1=O)NCC1COc2ccccc2O1 (stereo not drawn)
-0.84	-28	-7	1	-14	-1	-2	6	-114	CCOc1cc(/C=C/c2ccc3cccc([N+](=O)[O-])c3n2)ccc1OCC(=O)N(C)C
0.83	-24[20 µM]	2	-89	-7	-2	4	-5	-19	CCOc1ccc(-n2c(N)c(C(=O)NCc3ccco3)c3nc4ccccc4nc32)cc1
·	3	-15	-63	7	-9	4	-3	-12	Cc1nn(Cc2ccccc2Cl)c2sc(C(=O)OC3CCCC3=O)cc12 (stereo not drawn)
0.19	-13	-4	-5	-1	-10[fluorescence artefact?]	5	5[fluorescence artefact?]	2	COC(=O)CN1C(=O)C(O)(CC(=O)c2ccc(C)cc2)c2ccccc21 (stereo not drawn)
-1.2	-16	-11	-2	-5	-3	-4	-4	-40	CC1(C)CC(=NOC(=O)c2ccccc2)CC(C)(C)N1

Whole records as entered above. Order of values: Cl transport mod | Furin inhibitor | EBV gp42 inh | KLK5 inh | Thrombin inh | eIF4E 4G PPI | Rad51 HR inh | 14-3-3 Bad PPI | p47phox inh
`Cc1ccc(C(=O)COC(=O)CCc2nc3ccccc3[nH]c2=O)cc1C` is listed with · | -17 | -11 | -1 | -1 | 0 | 7 | 0 | 4
`COc1ccccc1N1CCN(C(CNS(=O)(=O)c2ccccc2)c2cccnc2)CC1` (stereo not drawn) is listed with · | -3[20 µM] | 4 | 2 | 0 | -7 | -5 | -9 | -11

In the list so far, these have a nitro group on carbon:
Cl transport mod	Furin inhibitor	EBV gp42 inh	KLK5 inh	Thrombin inh	eIF4E 4G PPI	Rad51 HR inh	14-3-3 Bad PPI	p47phox inh	structure
-0.071	-9	-18	-10	-4	10	4	-4[fluorescence artefact?]	-22	CCNc1ccc(C(=O)OCC(=O)c2cc(C)n(Cc3ccc4c(c3)OCO4)c2C)cc1[N+](=O)[O-]
0.99	-18[20 µM]	-5	-4	2	9	5	1	-6	O=C(Nc1cc(Oc2ccccc2)cc([N+](=O)[O-])c1)C12CC3CC(C1)CC(n1cnc(Cl)n1)(C3)C2
-0.7	-21	-14	-11	-12	-2	1	3	-2	CC(C)(C)Cc1nnc(NC(=O)c2ccc([N+](=O)[O-])cc2)s1
-0.84	-28	-7	1	-14	-1	-2	6	-114	CCOc1cc(/C=C/c2ccc3cccc([N+](=O)[O-])c3n2)ccc1OCC(=O)N(C)C

Later entries
Cl transport mod	Furin inhibitor	EBV gp42 inh	KLK5 inh	Thrombin inh	eIF4E 4G PPI	Rad51 HR inh	14-3-3 Bad PPI	p47phox inh	structure
-0.84	-15	-6	·	-3	5	·	-2	-8	CN1C(C(=O)c2ccccc2)=C(N)c2ccccc2S1(=O)=O
-5.4	-23[20 µM]	-7	26	10	4[fluorescence artefact?]	·	-6	-9	CN(C)CC(=O)Nc1nc(-c2ccccc2)cs1
-0.98	-8	-11	0	-3	7[fluorescence artefact?]	4	-5[fluorescence artefact?]	-8	O=C(NCc1ccc(Cl)cc1Cl)c1ccc2nc[nH]c2c1
0.68	-12	6	-13	-2	2	·	-8	1	N=C1C(c2nc3ccccc3[nH]2)=C(O)CN1C1CCCCC1
-2.8	-14	0	3	-6	-5	·	2	-10	O=C(CCCOc1ccc(Cl)cc1Cl)Nc1ccccc1C(=O)O
-1.4	-24	2	-14	-9	0	3	1[fluorescence artefact?]	-8	CN(C)CCCOc1ccc2c(c1)Sc1ccccc1CC2=O
-0.28	-10[20 µM]	-7	2	-3	5	-4	5	-7	CCOC(=O)C1CCc2sc(N)c(C#N)c21 (stereo not drawn)
-1.2	-29	-15	7	0	3	·	-1	·	COc1ccccc1NC(=O)COc1ccc(C(=O)NC2CCCc3ccccc32)cc1OC (stereo not drawn)
-0.55	-16	-31	-26	5	4[fluorescence artefact?]	7	-15	-12	CSCCC(NC(=O)C1CC1)c1nc2ccccc2[nH]1 (stereo not drawn)
-1.2	-13	5	-16	-8	3[fluorescence artefact?]	1	-7[fluorescence artefact?]	-8	CCNC(=O)c1ccc2c(c1)C1C3CCC(C3)C1C(c1ccccc1)N2 (stereo not drawn)
-1.1	-4	-1	-4	-19	1	1	11	7	Cc1ccc(C)c(SCC(=O)Nc2cccnc2Cl)c1
0.074	-11	1	-3	1	-5[fluorescence artefact?]	12	5[fluorescence artefact?]	-7	Cc1cc(C)nc(-n2cc(C(=O)c3cc(F)ccc3O)cn2)n1
-1	·	-10	·	·	3	-3	0	-9	CCN1CCC[C@H]1CNC(=O)c1cc(S(N)(=O)=O)ccc1OC
-0.14	-22	-7	-2	-5	72*	-6	37	-2	COC(=O)CSc1nnc(-c2cccc(NC(=O)c3ccc(C)cc3)c2)n1C
1.1	-30	·	12	3	·	-2	·	·	CC(=O)CC1(C)OC(N)=C(C#N)C1(C#N)C#N (stereo not drawn)
·	-18[20 µM]	-6	-15	-15	8	0	-5	2	CCN1CC(C)C(O)(c2ccccc2)CC1C (stereo not drawn)
1	-17	15	-18	-2	6	·	-10	-62	Cc1ccc(-n2c(-c3ccco3)nc3nc4ccccc4nc32)cc1
-0.52	-24	10	-14	-3	13	7	-9	-5	O=S(=O)(c1cnc(Cl)c(Br)c1)N1CCCCCC1
-0.15	-3[20 µM]	-11	1	14	-3[fluorescence artefact?]	12	-7	3	c1ccc2c(c1)OC(CCCN1CCCCC1)c1ccccc1S2 (stereo not drawn)
·	-23	-11	4	4	-6	16	2	-9	CC(=O)Nc1cccc(NC(=O)CSc2nnnn2-c2ccc3c(c2)OCO3)c1
-0.14	-26	-26	-8	-13	0	12	-3	-14	CNc1nc(-c2cccs2)cc(C(F)(F)F)c1C#N
0.11	-9	-18	0	-2	18	1	4	1	CCCC(CCC)C(=O)NC1CCN(Cc2ccccc2)CC1
-1.3	-19	-13	3	-3	-2	·	-6	-4	CC(C)C(=O)N=c1sc2cccc(F)c2n1C
·	-3	-12	-10	2	-3[fluorescence artefact?]	·	-4	-13	CCn1c(SCC(=O)Nc2ccc(N(C)C)cc2)nnc1-c1cccc(C)c1
·	5	-2	-8	-1	1[fluorescence artefact?]	0	-2	-3	Cc1cccc(C)c1OCc1nnc(SCC(=O)Nc2nccs2)o1

eIF4E 4G PPI, hit marks shown above.
Cl transport mod	Furin inhibitor	EBV gp42 inh	KLK5 inh	Thrombin inh	eIF4E 4G PPI	Rad51 HR inh	14-3-3 Bad PPI	p47phox inh	structure
-0.14	-22	-7	-2	-5	72*	-6	37	-2	COC(=O)CSc1nnc(-c2cccc(NC(=O)c3ccc(C)cc3)c2)n1C

Another view of some results above:
Results follow in this order: Cl transport mod | Furin inhibitor | EBV gp42 inh | KLK5 inh | Thrombin inh | eIF4E 4G PPI | Rad51 HR inh | 14-3-3 Bad PPI | p47phox inh
COc1ccccc1N1CCN(C(CNS(=O)(=O)c2ccccc2)c2cccnc2)CC1 (stereo not drawn)
→ · | -3[20 µM] | 4 | 2 | 0 | -7 | -5 | -9 | -11
CC(=O)Nc1ccc(S(=O)(=O)Oc2cccc(/C=C3\SC(N)=NC3=O)c2)cc1
→ 0.56 | -18 | 11 | 2 | -6 | 1 | 20 | 12 | -25
